Source: PubChem (several laboratories)
Insulin prom inh: inhibitors of insulin promoter-driven GFP, primary screen, imaging, TRM-6 cells (human fetal islet line), eGFP reporter, cell count; reporter expression induced with tamoxifen; inhibition, % at 2 µM; hit rate 0.9% among 130,000; AID 1273, 2008;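 active = inhibition above the mean plus 3 SD, with well images judged a real hit on visual review, cut at about 60% in these data, passing the limit was not always enough; inconclusive = inhibition over the cutoff but images rejected on review; inactive = inhibition not above the cutoff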
sdo1 growth: growth rescue of sdo1-depleted yeast, primary screen, S. cerevisiae, bone marrow failure model. S. cerevisiae sdo1-depleted JHY4D growth rescue, OD600 30 h; stronger effect = higher value; pdr5 snq2 efflux-pump mutant strain. z-score at 10 µM. hit rate 0.21% among 140,000. AID 817, 2007;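 active = z-score above 3 at both the 24 hr and the 30 hr optical density reads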;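 note: z-score against mean and SD of all compound wells on the same plate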
sdo1 growth Rescue 24 h: second read-out of sdo1 growth, no call of its own (marks repeat the call); z-score; S. cerevisiae sdo1-depleted JHY4D growth rescue, OD600; measured here: growth rescue at 24 h;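 0 is the plate mean of compound wells and units are plate SD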
Active calls of the source: *; i = inactive; ? = inconclusive; . = not tested or not shown; & = joins results of further samples; [ ] = remark or other dose. Outcome played no part in choosing rows, and some 0.92% of all compounds hit somewhere here.

Insulin prom inh,sdo1 growth,sdo1 growth Rescue 24 h,Structure
12,0.67,0.99,COc1ccccc1OCCCCCc1c(C)n[nH]c1C
.,2.3,0.46,CSCC[C@H](NC(=O)OC(C)(C)C)c1nnc(SCC(=O)Nc2ccc(C)cc2C)o1
-322,0.68,0.65,Cn1c(CCc2ccccc2)nnc1SCC(=O)N1CCOCC1
.,-1.7,-2.1,O=C(CSc1nc2ccc(Cl)cc2[nH]1)Nc1ccc2c(c1)CCC2
-3,0.28,-0.84,COn1c(-c2ccccc2)nc2c1CCc1nonc1-2
-54,0.34,-0.14,CCOC(=O)CNC(=O)CSc1nnc(-c2ccccc2OC)n1CC
20,.,.,Cc1nc2ccccn2c1C(=O)CSc1ccccc1
-29,0.23,-0.18,O=C(c1cc(-c2ccc(Cl)cc2)on1)N1CCOCC1
17,0.79,1.3,CCC(CC)NC(=O)c1cccc([N+](=O)[O-])c1C
-47,0.18,-0.48,NC(=O)C[C@@H]1N[C@]2(C(=O)Nc3ccccc32)[C@@H]2C(=O)N(c3cc(C(F)(F)F)ccc3Cl)C(=O)[C@H]12
.,-1.2,-1.1,Cc1ccsc1-c1nc(CSCC(=O)N2CCN(c3ccccc3)CC2)c(C)o1
-28,-1.3,-0.49,Cc1ccc(-n2c(SCC(=O)Nc3ccc4c(c3)OCO4)nnc2-c2cccs2)cc1
29,.,.,O=C1c2cccc([N+](=O)[O-])c2C(=O)N1CCO
.,-0.5,-0.38,CCc1cccc(CC)c1NC(=O)COC(=O)c1cccc(-c2ccc(OC(C)=O)cc2)c1
-21,0.62,0.82,O=C(Cc1ccccc1)Nc1ccccc1C(=O)O
12,-1.7,-1.5,COc1ccccc1NC(=O)CN(c1ccc([N+](=O)[O-])cc1)S(=O)(=O)c1ccccc1
.,-0.96,0.85,COc1ccc(NC(=O)c2ccc(CNc3c(NC4CCCCC4)c(=O)c3=O)cc2)c(OC)c1
.,0.52,0.56,CC1SCC(=O)N(CC(=O)NCc2ccccc2)C1=O (configuration not stated)
46,0.46,0.5,COc1ccc(C(=O)n2nc(C)c(Br)c2C)cc1
.,1.8,-0.52,COc1cccc(-c2nc(CSCC(=O)NCC3CCCO3)c(C)o2)c1 (configuration not stated)
34,-0.92,-0.56,Clc1ccc(Cl)c(Oc2ccc(Oc3nc(Cl)ccc3Cl)cc2)n1
13,-1.4,-1,Cc1ccc(C(=O)Nc2ccccc2-c2ccccc2)cc1[N+](=O)[O-]
-28,0.61,0.87,COc1ccc(OC)c(/C=N/NC(=O)c2cc3c(OC)c(OC)ccc3[nH]2)c1
26,0.09,-0.25,O=C(O)c1ccc(N2C(=O)c3cccc(Oc4ccc(Cl)cc4)c3C2=O)cc1
-26,.,.,Cc1ccccc1NC(=O)NCCc1ccc(Cl)cc1
57,-0.28,0.21,Cc1nn(-c2cccc(Cl)c2)c2c1C(c1ccncc1)C(C#N)=C(N)O2 (configuration not stated)
42,0.93,0.98,CCOC(=O)C1CCCN(C(=O)c2ccc([N+](=O)[O-])cc2)C1 (configuration not stated)
15,.,.,CN(C)/C=C/C(=O)Oc1ccc(Cl)cc1Cl
33,2.2[6.9 µM],2.1,CCN(CC)CCCn1c(C)cc2c(c1=O)C(c1cccc(Cl)c1)C(C#N)=C(N)O2 (configuration not stated)
24,.,.,CCOC(=O)c1cc2c(=O)n3ccccc3nc2n(CC2CCCO2)c1=NC(C)=O (configuration not stated)
5,-0.25&-0.97,0.89&-0.22,O=C(Nc1ccccc1N1CCN(C(=O)c2ccccc2)CC1)c1cc(Br)ccc1Cl
7,2.1,1.6,O=C(CN1C(=O)c2ccccc2S1(=O)=O)NCc1cccnc1
7,1,1,COc1nc(N(C)C)nc(N(OC)S(=O)(=O)c2ccccc2Cl)n1
50,-0.54,-1.2,CC(Nc1cc(=O)n(C)c(=O)[nH]1)c1ccccc1 (configuration not stated)
.,-0.1,-0.08,CC(C)C1CC(CCNCc2ccc(N(C)C)cc2)(c2ccccc2)CCO1 (configuration not stated)
19,.,.,CCN1CC(CN(C)Cc2cn(-c3ccc(C)cc3)nc2-c2cccc(C)c2)CC1=O (configuration not stated)
-40,-2.3,-1.7,O=C(CC(=O)c1cc(Cl)ccc1O)c1ccccc1
.,-0.07,0.67,COc1ccc(C(=O)c2ccc(OC)c(Br)c2)cc1Br
-45,-1,-1.6,COc1ccccc1C(=O)Nc1nnc(-c2ccco2)s1
7,.,.,CCCNc1ccc(C(=O)OCC)cc1[N+](=O)[O-]
39,.,.,Cc1cc(=O)[nH]c(NCCO)n1
-7,-1.1,0.54,O=C(NNc1ccccc1Br)C(O)(c1cccc(C(F)(F)F)c1)c1cccc(C(F)(F)F)c1
44,0.39,-0.5,CSc1sc(C)cc1/C=N/O
-40,.,.,Nc1nonc1-c1nc2ccccc2n1CC(=O)N/N=C/c1ccc(-c2cccc(C(=O)O)c2)o1
.,0.97,1.3,CCOC(=O)C(C)n1cnc2c(nnn2-c2cccc(Cl)c2)c1=O (configuration not stated)
10,-0.03,-0.25,COc1ccc(C)cc1NC(=O)C(Sc1nnc(-c2cccs2)o1)c1ccccc1 (configuration not stated)
-25,.,.,C=CCNC(=S)N1CCN(CCN=Cc2c(C)[nH]n(-c3ccc([N+](=O)[O-])cc3)c2=O)CC1
88*,-1.1,-0.31,Cc1cccc(N(C(=O)c2ccc(CN3CCOCC3)o2)C(C(=O)NC2CCCCC2)c2ccc(F)cc2)c1 (configuration not stated)
.,1.4,1.3,O=C(Oc1cccc2cccnc12)c1cccc(N2C(=O)C3C4CCC(C4)C3C2=O)c1 (configuration not stated)
-55,.,.,COC(=O)CSc1nc(NC(C)(C)C)nc(N(C)C)n1
17,0.51,0.74,CCCCn1c2c(c(=O)n(C)c1=O)C(CC(=O)OCC(=O)Nc1cccc(C(F)(F)F)c1)C(=O)N2 (configuration not stated)
-121,1.1,2.1,COc1ccccc1C(=O)NC(=S)Nc1ccc(N2CCCC2)cc1
-66,0.93,0.89,CCN(CCNC(=O)c1cccc(N2CCCC2=O)c1)c1ccccc1
.,-0.16,-0.35,CC1=C(C(=O)OCc2ccccc2)C(c2ccco2)C2=C(CC(C)(C)CC2=O)N1 (configuration not stated)
-48,0.56,0.28,COC(=O)Cc1[nH]nc2c1C(c1cccc(OC)c1OC)C(C#N)=C(N)O2 (configuration not stated)
16,-0.77,-0.99,CC1(C)CC(=O)/C(=C(/O)Cc2ccccc2)C(=NCCc2ccccc2)C1
i,-1,-1.1,Cc1ccc(OCC(=O)NCCC2=CCCCC2)cc1
-13,-0.58,-1.4,Cn1c(=O)cc(OCC(=O)NC2CCCCC2)c2ccccc21
60,0.79,0.12,Cc1n(CC(O)COC2CCCCC2)c2ccccc2[n+]1C (configuration not stated)
.,0,-0.26,Cc1cc(O)ccc1NC(=O)c1ccccc1

Going on with the list:
Insulin prom inh,sdo1 growth,sdo1 growth Rescue 24 h,Structure
9,-0.94,-0.52,CCCCNS(=O)(=O)c1ccc(OC)c(Cl)c1Cl
.,1,1.3,Cc1cc(C)c(C#N)c(Sc2nnnn2-c2ccccc2)n1
-53,-0.74,-0.97,CC(C)(C)NC(=O)c1oc2ccccc2c1COc1ccccc1
26,-0.07,-0.69,COC(=O)c1ccc(OCc2nc(N)nc(N3CCOCC3)n2)cc1
-46,0.07,-0.42,CCc1ccccc1NC(=O)CC1CS(=O)(=O)CC1CC(=O)Nc1ccccc1CC (configuration not stated)
?,.,.,CCOc1ccc(N(Cc2ccccc2F)C2=NC3CS(=O)(=O)CC3S2)cc1 (configuration not stated)
.,-0.01,-0.44,CC(C)NC(=O)Cn1c(SCC(=O)N2CCCc3ccccc32)nc2ccccc21
0,0.56,0.49,Cc1nnc(N(Cc2ccco2)C(=O)c2cccc(C#N)c2)s1
-37,-0.52,-0.91,COC(=O)c1c(NC(=O)COC(=O)[C@@H](NS(=O)(=O)c2ccccc2)C(C)C)sc2c1CCC2
0,.,.,CC(=O)c1cccc(NC(=S)NCc2ccco2)c1
-32,-0.37,2,Cc1cc(C)c(C(=O)CSc2nnc(-c3ccccc3Br)o2)cc1C
.,-1.1,0.05,Cc1cccc2c1-c1sc(C(=O)Nc3nccs3)cc1CO2
-16,1,0.94,Cc1ccc(NC(=O)C(=O)N2CCCC2)cc1Cl
.,0.78,-0.15,CC(=O)N(Cc1ccccc1)c1ccc(C(=O)O)cc1
-18,0.2,-0.55,O=C(NCCN1CCN(c2ccccc2)CC1)C1CCN(S(=O)(=O)c2cccc3nonc23)CC1
13,-0.65,-0.01,CCOc1ccc2ccccc2c1C(=O)N1CCN(c2ccccc2)CC1
-24,.,.,CCCC(C)NC(=O)CSc1nnc(-c2c[nH]c3ccccc23)o1 (configuration not stated)
31,0.11,0.28,O=C(CN1CCN(C(=O)c2cccs2)CC1)Nc1ccc(Br)cc1
-21,.,.,NC(=O)c1cc([N+](=O)[O-])ccc1NCc1cccnc1
-12,-0.35,-1.6,O=C(Nc1ccc(Cl)cc1C(F)(F)F)C(Sc1nnc(-c2cccs2)o1)c1ccccc1 (configuration not stated)

Of the compounds above, these contain a COOH group.
Insulin prom inh,sdo1 growth,sdo1 growth Rescue 24 h,Structure
-21,0.62,0.82,O=C(Cc1ccccc1)Nc1ccccc1C(=O)O
26,0.09,-0.25,O=C(O)c1ccc(N2C(=O)c3cccc(Oc4ccc(Cl)cc4)c3C2=O)cc1
-40,.,.,Nc1nonc1-c1nc2ccccc2n1CC(=O)N/N=C/c1ccc(-c2cccc(C(=O)O)c2)o1
.,0.78,-0.15,CC(=O)N(Cc1ccccc1)c1ccc(C(=O)O)cc1

Entries listed above marked active in Insulin prom inh:
Insulin prom inh,sdo1 growth,sdo1 growth Rescue 24 h,Structure
88*,-1.1,-0.31,Cc1cccc(N(C(=O)c2ccc(CN3CCOCC3)o2)C(C(=O)NC2CCCCC2)c2ccc(F)cc2)c1 (configuration not stated)

(list continues)
Insulin prom inh,sdo1 growth,sdo1 growth Rescue 24 h,Structure
.,-0.73,-1.1,Cc1cc(NCCCN2CCOCC2)n2c(nc3ccccc32)c1C#N
51,-0.31,1.7,CCNC(=O)C1CC(=O)N(Cc2ccc3c(c2)OCO3)C(=Nc2ccc(OCC)cc2)S1 (configuration not stated)
-36,-0.71,-0.43,Cc1c(OCc2ccccc2)cccc1OCc1ccccc1
-23,.,.,Cc1cc(/C=C2/NC(=O)NC2=O)c(C)n1-c1ccc(C#N)cc1
.,0.22,0.43,Cc1c(C(=O)Nc2cccc(-c3nnc4n3CCCCC4)c2)oc2ccccc12
.,-0.27,0.15,CCOC(=O)C(=CNc1cccc(C)n1)C(=O)OCC
.,-0.53,-0.99,CCOC(=O)CNc1c(-c2ccc(O)cc2)nc2ccc(Cl)cn12
.,-0.66,-0.36,O=C1NC(CCc2ccccc2)C(=O)N1Cc1cccc2ccccc12 (configuration not stated)
.,-0.84,-0.91,CCCCC(=O)Nc1ccccc1C(=O)OCC(=O)c1ccc2c(c1)OCCO2
62,-1.2,-0.75,Cc1cc(C)c2c(n1)sc1c(O)cc(=O)[nH]c12
-33,.,.,CCN1CCCc2cc(CN(CCN3CCOCC3)C(=S)Nc3cc(F)cc(F)c3)ccc21
-29,0.38,0.8,CCOc1ccccc1-c1nc(C(N)=O)c2[nH]c(=O)n(-c3cccc(C)c3)c2n1
-12,.,.,O=C(c1ccc2c3c(cccc13)CC2)N1CCN(c2ncccn2)CC1
7,0.18,-0.05,Cn1c(=O)c2c(ncn2CC(=O)OCC(=O)NC2CCCc3ccccc32)n(C)c1=O (configuration not stated)
.,0.92,0.81,COc1ccccc1CC(=O)N1CCN(c2cccc(C(F)(F)F)c2)CC1
45,1.4,1.6,C=CCn1c(NC)cc(=O)n(C)c1=O
.,-0.59,-0.36,CNC(=O)N(C1=NCCCCC1)c1ccc(Br)cc1
.,-0.23,-0.26,CC(=O)Nc1ccc(Nc2ncnc3c2cnn3-c2ccc(C)cc2C)cc1
-114,.,.,N#CCCN(C(=O)COc1ccc(Br)cc1F)c1ccc(F)cc1
-21,1.2,0.82,COc1cccc(OC)c1C(=O)Nc1ccc(N2CCCCC2)cc1
.,2.8,-0.21,CCN(CC)C(=O)c1ccc2c(c1[N+](=O)[O-])C(=O)c1ccccc1C2=O
-362,-1.6,-0.04,O=C(c1ccco1)N1CCN(C(=O)C2CC(c3ccc(Cl)c(Cl)c3)=NO2)CC1 (configuration not stated)
56,-0.57,-0.77,Cc1cc(C)c[n+](CC(=O)c2ccc(-c3ccccc3)cc2)c1
36,.,.,O=C(NCCc1ccc2c(c1)OCCO2)c1ccc([N+](=O)[O-])cc1Cl
-7,-0.8,-1.1,CCOc1ccc2[nH]c(=O)c(C(c3nnnn3Cc3ccco3)N3CCCC(C)C3)cc2c1 (configuration not stated)
-7,-0.14,-0.24,Cc1cccc(OCCOc2ccccc2C=C(C#N)C#N)c1
29,0.57,0.5,C=CCNC(=O)NC(=O)COC(=O)CCCSc1nc2ccccc2[nH]1
29,.,.,COCC(=O)N1CCN(c2nc3ccccc3o2)CC1

Reprinted at random: 3 entries already listed
Insulin prom inh,sdo1 growth,sdo1 growth Rescue 24 h,Structure
.,1.4,1.3,O=C(Oc1cccc2cccnc12)c1cccc(N2C(=O)C3C4CCC(C4)C3C2=O)c1 (configuration not stated)
-21,.,.,NC(=O)c1cc([N+](=O)[O-])ccc1NCc1cccnc1
-7,-1.1,0.54,O=C(NNc1ccccc1Br)C(O)(c1cccc(C(F)(F)F)c1)c1cccc(C(F)(F)F)c1
